Compound activity: PubChem, National Center for Advancing Translational Sciences (NCATS)
ATXN viability = cell viability loss in ATXN counter-screen; S2 cells (HEK-293 line with an ATXN2-luciferase reporter) viability, CellTiter-Fluor protease fluorescence, 24 h; Potency, µM (series often up to 56.7 µM), actives largely listed as cytotoxic; 400,000 compounds, 0.49% hits; further: potency means the concentration at half of the fitted maximal effect; nearly all actives have a fitted effect of over 40% in size
Akt phos inh = inhibitors of Akt phosphorylation; activity change, % for hits at 50 µM; Neuro2A IGF-stimulated pAkt S473 HTRF, 20 min; hits give low values; 360,000 compounds, 0.32% hits; in the data active means activity change below about -80%; inconclusive means mostly about -51% to -80%; further: on the % scale 0 is the no-effect control and ±100 the full control effect
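Neuro2A cells (4,500/well, DMEM with 0.5% FBS) were treated with compound at a single 50 µM final concentration, stimulated with 6 nM IGF for 20 min at 37 °C, and lysed. Phospho-Akt Ser473 was read by HTRF as 665/615 ratio ×10^4.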
HepG2 tox = HepG2 cytotoxicity, counter-screen for TGF-b inhibitors; HepG2 CAGA-GFP viability, ATP luminescence, 18 h; Potency, µM (series often up to 46.1 µM), for the others: at the highest dose activity change, negative = cytotoxicity, actives largely listed as cytotoxic; 410,000 compounds, 0.76% hits; further: potency means the concentration at half of the fitted maximal effect; some results filed as inactive show a strong effect at the top dose
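HepG2 CAGA-GFP cells (1000/well, DMEM with 1% FBS) received compound, then TGF-beta at 500 pg/mL final, and were incubated 18 hours at 37 degrees C. Viability was read by CellTiter-Glo luminescence. Media-only wells were set as complete cell-killing and DMSO as no toxicity.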
Mm-Cpn inhibitor = M. maripaludis TRiC chaperonin inhibition | purified Mm-Cpn ATPase, ADP Transcreener TR-FRET | Potency, µM (top dose mostly 76.9 µM), for inactives: top-dose activity, negative = inhibition, most hits filed as inhibitors | 330,000 compounds, 0.031% hits; further: potency means the concentration at half of the fitted maximal effect; on the % scale 0 is the no-effect control and ±100 the full control effect; nearly all actives have a fitted effect of over 80% in size
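Inhibition of chaperonin ATP hydrolysis is measured as reduced ADP production, detected by competitive TR-FRET in which signal falls with ADP. Final enzyme 25 nM and ATP 10 uM, reacted 30 min at 37°C.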
Nrf2 inh = inhibitors of Nrf2 signaling; A549 ARE-Fluc reporter, luciferase luminescence, 18-24 h; Potency, µM (doses to about 46 µM), for the others: top-dose activity change, negative = inhibition, hits mostly inhibitors; 360,000 compounds, 2.1% hits; AID 504444; further: potency means the concentration at half of the fitted maximal effect; on the % scale 0 is the no-effect control and ±100 the full control effect; nearly all actives have a fitted effect of over 60% in size
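Nrf2 activity is the BugLite luminescence, read 15 min after reagent at room temperature, following CellTiter-Fluor cytotoxicity readout (30 min, 37C). Compound titrations were applied for 18-24 h to 5000 A549 ARE_Fluc cells/well in 5% FBS OPTI-MEM.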
Nrf2 ARE act = activators of Nrf2 (ARE) signaling. 410,000 compounds, 0.31% hits. AID 624171. Potency, µM (doses to about 46.1 µM), without a hit: top-dose activation, hits mostly activators. AREc32 ARE-luciferase reporter (MCF7-derived line), luminescence, 24 h; further: potency means the concentration at half of the fitted maximal effect; % of control where 0% means no effect; nearly all actives have a fitted effect of over 65% in size
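Each well held 1000 AREc32 cells, which were incubated with compound for 24 hr at 37 deg C after overnight attachment, and ARE reporter activity was quantified by firefly luciferase luminescence.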
TGFb SMAD3 inh = blocks TGF-b signaling | HepG2 CAGA-GFP TGF-b/SMAD3 reporter, GFP fluorescence, 18 h; TGF-beta stimulated, 500 pg/mL final | Potency, µM (series often up to 46.1 µM), inactives show at the highest dose activity, negative = inhibition, hits mostly inhibitors | 410,000 compounds, 1.2% hits; further: potency means the concentration at half of the fitted maximal effect; on the % scale 0 is the no-effect control and ±100 the full control effect; nearly all actives have a fitted effect of over 65% in size
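Inhibition of TGF-beta-driven CAGA-GFP reporter expression in HEPG2 cells is measured by cellular GFP fluorescence after 18 h stimulation with 500 pg/mL recombinant TGF-beta in 1% FBS medium at 37 degrees C.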
A549 viability = A549 cytotoxicity, counter-screen for Nrf2 inhibitors. A549 ARE-Fluc cells, CellTiter-Fluor viability, 18-24 h. Potency, µM (top dose mostly 46 µM), for the others: at the top dose activity change, negative = cytotoxicity, actives largely listed as inhibitors. 390,000 compounds, 0.16% hits; further: potency means the concentration at half of the fitted maximal effect; on the % scale 0 is the no-effect control and ±100 the full control effect
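Cytotoxicity counterscreen: CellTiter-Fluor fluorescence was measured in A549 ARE_Fluc cells after 18-24 h of compound exposure in a concentration series. The subsequent BugLite luminescent read reports ARE-luciferase activity.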
CCT chaperon mod = cytosolic chaperonin activity modulation. 360,000 compounds, 0.3% hits. activity change, % (concentration not given with the values), hits read low. purified chaperonin ATPase assay, HTRF ADP detection, 30 min; in the data active means activity change below about -30%; further: on the % scale 0 is the no-effect control and ±100 the full control effect
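First, chaperonin was dispensed at 40 nM or 20 nM final depending on batch activity. Next, compounds were pinned at 76 uM and ATP added at 10 uM. After 30 min at 37 °C, ADP detection reagents ran 30 min at ambient temperature.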
* marks the source's active call; other numbers are inactive results; i = inactive; u = inconclusive; x = not tested or not shown; [ ] = dose if it differs, or a comment. Unless noted, the call rests on the fitted dose curve; in most records, active means well fitted curve in the direction sought with a large enough effect; inconclusive means small, poorly fitted or top-dose-only effect, or another doubt; inactive means no such curve, though single readings can be large; an effect the other way counts as inactive or inconclusive.

Below each compound: ATXN viability	Akt phos inh	HepG2 tox	Mm-Cpn inhibitor	Nrf2 inh	Nrf2 ARE act	TGFb SMAD3 inh	A549 viability	CCT chaperon mod
> COc1ccc(-c2noc(CCC(=O)N3CCN(Cc4ccccc4)CC3)n2)cc1
  u	i	-3%	-1%	x	0.0%	3%	-4%	0.8
> CCC(C)(C)c1ccc(OCCN2C(=O)NC(C)(C)C2=O)cc1
  x	x	-39%	-2%	-19%	-0.6%	22%	2%	1.9
> COc1cc(NC(=O)c2ccc(C)cc2C)ccc1NC(=O)c1cc2ccccc2o1
  i	i	-33%	0%	u	0.1%	-7%	-27%	0.7
> Cc1ccccc1CSCC(=O)NC1CCCC1
  i	i	9%	1%	24%	2.3%	4%	3%	-1.1
> Nc1c(-c2ccccc2)cnn1-c1ccccc1
  i	i	-27%	1%	4%	0.2%	2%	-1%	-1.4
> O=c1[nH]c2c(c(=O)[nH]1)CCC2
  i	i	5%	-2%	-16%	-0.4%	14%	2%	1.0
> CC(=O)Nc1ccc(Nc2nc(C)c([N+](=O)[O-])c(N(C)c3ccccc3)n2)cc1
  u	i	4%	-6%	u	0.3%	-3%	-4%	-1.4
> O=C(NNC1CCN(Cc2ccccc2)CC1)c1ccccc1
  i	i	-3%	x	2%	0.2%	0%	1%	0.1
> Cc1ccc(S(=O)(=O)NN=Cc2ccccc2Cl)cc1
  i	i	-8%	x	x	-0.7%	7%	x	0.7
> Cc1cc(C)nc(CCNC(=O)c2cc(COc3ccc(F)cc3Cl)on2)n1
  i	i	-31%	-1%	6%	-0.2%	u	-1%	0.1
> O=C(CCN1CCc2ccccc2C1)Nc1ccc(F)cc1
  i	i	-13%	2%	-27%	3.1%	4%	-14%	-0.3
> CSc1ccccc1C(=O)Nc1c(C)cccc1C
  i	i	-26%	3%	u	-0.2%	-20%	0%	2.8
> Oc1ccccc1C1NN=C(c2ccccc2)S1 (stereo unspecified)
  i	i	-19%	1%	u	7.1µM*	-6%	25%	2.2
> CC(C)C[C@H](NC(=O)c1[nH]cnc1C(=O)Nc1ccccc1F)C(=O)OC(C)(C)C
  u	i	11µM*	x	x	-6.5%	u	x	0.1
> CC1CCc2cc(F)ccc2N1C(=O)c1cccs1 (stereo unspecified)
  i	i	-10%	2%	-2%	-1.3%	-4%	-11%	-4.1
> O=C(O)c1ccc(CSCc2ccccc2Cl)o1
  i	i	-6%	1%	7%	0.2%	3%	-1%	1.3
> Clc1ccc(Cl)c(-c2nn3c(Cn4cnc5ccccc54)nnc3s2)c1
  i	i	1%	x	-9%	4.7%	-24%	-2%	-2.2
> COc1ccc(Nc2nc(C(=O)N3CCc4cc(OC)c(OC)cc4C3)cs2)cc1
  u	i	-44%	0%	u	-0.5%	1%	-1%	-0.3
> C=CCN1C(=O)C2C3CC(=O)C(c4ccccc43)C2C1=O (stereo unspecified)
  i	i	12%	4%	5%	-0.4%	11%	1%	-0.1
> COc1cccc(-n2c(SCC(N)=O)nnc2-c2ccncc2)c1
  i	i	11%	1%	6%	0.5%	-16%	-1%	1.0
> COc1cccc(C(=O)NC(c2ccccc2)C2CCCC2)c1 (stereo unspecified)
  i	i	0%	2%	u	3.6%	20%	3%	-3.9
> CCSc1nnc(CSc2ncccn2)n1C
  i	i	24%	0%	5%	-0.2%	2%	-3%	-3.2
> CC(C)NC(=O)C1CCN(C(=O)c2cc3sccc3n2Cc2ccc(Cl)cc2)CC1
  u	x	-46%	x	5.8µM*	0.2%	u	-24%	x
> Cc1cc(C)c(S(=O)(=O)N2CCCC2=O)c(C)c1N(C)S(C)(=O)=O
  i	i	23%	0%	6%	0.5%	25%	-3%	0.1
> Nc1nonc1-n1nncc1-c1ccccc1
  i	i	-3%	2%	x	0.3%	15%	11%	0.8
> CCCCN(C)S(=O)(=O)c1ccc(C(=O)Nc2nnc(C3=COCCO3)o2)cc1
  i	i	-31%	0%	u	0.7%	-2%	-3%	-1.2
> Cc1cccc(C)c1OCCn1c(CCNC(=O)C2CCCCC2)nc2ccccc21
  x	x	-59%	x	-23%	-2.7%	13µM*	-11%	x
> CC(C)c1ccc(N(C(=O)c2csnn2)C(C(=O)NC2CCCC2)c2cccnc2)cc1 (stereo unspecified)
  u	i	5%	-2%	13%	0.3%	12%	-6%	0.4
> Cc1nc2ccc(C(=O)Nc3cccc(OCC(=O)N(C)C)c3)cn2c1N(C)CC1CCCCC1
  x	i	-110%	x	x	-2.2%	u	x	1.4
> COc1cc(CN2CCc3nc(Nc4ccc5c(c4)OCCO5)ncc3C2)cc(OC)c1OC
  i	x	-22%	x	x	7.7%	-8%	0%	x

In the list so far, these contain a furan ring, fused or not:
Below each compound: ATXN viability	Akt phos inh	HepG2 tox	Mm-Cpn inhibitor	Nrf2 inh	Nrf2 ARE act	TGFb SMAD3 inh	A549 viability	CCT chaperon mod
> COc1cc(NC(=O)c2ccc(C)cc2C)ccc1NC(=O)c1cc2ccccc2o1
  i	i	-33%	0%	u	0.1%	-7%	-27%	0.7
> O=C(O)c1ccc(CSCc2ccccc2Cl)o1
  i	i	-6%	1%	7%	0.2%	3%	-1%	1.3

The list continues:
Below each compound: ATXN viability	Akt phos inh	HepG2 tox	Mm-Cpn inhibitor	Nrf2 inh	Nrf2 ARE act	TGFb SMAD3 inh	A549 viability	CCT chaperon mod
> CCN1C(=O)C(C)C=C(C)C=C1C (stereo unspecified)
  i	i	-10%	x	x	0.6%	-1%	x	-2.1
> CCc1cc2c(NCCN3CCCCC3)ncnc2s1
  i	i	-20%	2%	u	-0.7%	-3%	-1%	-2.8
> COc1cc(Cl)c(NC(=O)CCS(=O)(=O)c2ccc3c(c2)NC(=O)CO3)c(OC)c1
  i	x	1%	x	5%	1.0%	-27%	-1%	x
> Cc1cccc(-n2c3nc(=O)[nH]c(=O)c-3cc3c(Cl)cccc32)c1C
  i	x	-2%	x	-16%	0.0%	u	2%	x
> COCC(=O)Nc1c(C(=O)Nc2ccccc2OC)oc2ccccc12
  i	i	-34%	-1%	-9%	2.7%	-6%	-18%	-18
> COc1ccc(CNc2nc(NCc3ccc(OC)cc3)n(S(C)(=O)=O)n2)cc1
  i	i	-2%	2%	-7%	0.9%	-4%	2%	-3.0
> Cc1[nH]n(C)c(=O)c1N=Nc1ccc(S(C)(=O)=O)cc1
  u	i	10%	-4%	u	4.0%	-4%	u	-8.1
> Cc1ccc(C)c(NC(=O)c2cnn(-c3ccc(F)cc3F)c2C2CCNCC2)c1
  i	x	-10%	x	7%	0.3%	5%	-18%	x
> CN(CCCCN1CCOCC1)Cc1nc(-c2ccc3c(c2)OCO3)no1
  i	i	-16%	1%	u	3.1%	-1%	5%	2.3
> COc1ccc(C(=O)N2CCc3cc(OC)c(OC)cc3C2COc2ccccc2OC)cc1 (stereo unspecified)
  i	x	1%	x	x	0.2%	-22%	-1%	x
> O=C(Cn1cnc2c(nnn2Cc2ccccc2F)c1=O)N1CCN(c2ccccc2)CC1
  i	i	-20%	1%	2%	0.4%	0%	7%	-2.4
> COc1ccc(C(C(=O)NC(C)(C)C)N(C(=O)CNC(=O)c2cccs2)c2cccnc2)cc1OC (stereo unspecified)
  i	i	7%	u	-4%	0.2%	-4%	-2%	-0.5
> CC1CCCCC1NC(=O)COC(=O)c1ccccn1 (stereo unspecified)
  i	i	7%	1%	2%	-0.2%	7%	4%	1.9
> COc1ccccc1CNC(=O)c1cccc(S(=O)(=O)N(C)c2ccccc2)c1
  i	i	-77%	0%	u	0.3%	-9%	10%	-0.1
> Cc1ccc(OCCNC(=O)C2CC(=O)N(c3ccc(C)cc3)C2)cc1 (stereo unspecified)
  i	i	-4%	-4%	2%	0.1%	7%	-1%	-2.7
> COCCCNC(=O)CSc1nc2cc3c(cc2c(=O)n1CCCCCC(=O)NCc1ccc(OC)cc1)OCO3
  x	x	2%	x	x	0.1%	7%	1%	x
> COc1ccc2oc(=O)c(-c3nc(-c4cccs4)no3)cc2c1
  x	x	-13%	x	u	13%	20%	5%	x
> CCCCCC(=O)Nc1ccc2oc(-c3ccncc3)nc2c1
  u	i	-15%	-2%	u	0.6%	1%	2%	-1.4
> CC(=O)NCCc1nc2ccccc2[nH]1
  i	i	28%	0%	2%	-0.3%	42%[activator]	-1%	-2.2
> COC(=O)Cc1c(O)ccn(Cc2ccc(Cl)c(Cl)c2)c1=O
  i	i	3%	2%	-6%	0.3%	1%	-8%	1.3
> Cc1cccc(N2CCN(c3ccc4cc(S(=O)(=O)N5CCC(C)CC5)ccc4n3)CC2)c1C
  i	x	12%	x	22%	-0.1%	22%	6%	x
> CCCc1nc2n[nH]c(N)c2c2c1CCC2
  i	i	9%	2%	x	0.4%	0%	3%	3.3
> CCC(C)Sc1ccc(-c2nc3ccccn3c2NCc2ccccc2)cc1OC (stereo unspecified)
  u	i	-60%	-12%	u	-5.0%	13µM*	-16%	-0.4
> Cc1c(Cl)cccc1S(=O)(=O)N1CCC(C(=O)NNC(=O)C2CC2)CC1
  i	i	-4%	-3%	-16%	-0.6%	u	-4%	-0.5
> CC1(C)C(=O)Nc2ccccc2N1C(=O)CSc1ncccn1
  i	i	12%	-1%	17%	-0.3%	10%	12%	0.6
> CCCN1C(=O)c2ccccc2NC1c1ccc(Br)cc1 (stereo unspecified)
  i	i	2%	-3%	-2%	-0.3%	-20%	-3%	-1.3
> Cc1ccc(C(=O)NC(C)C(c2cccs2)N2CCCC2)s1 (stereo unspecified)
  i	i	3%	0%	-7%	-0.7%	3%	4%	-2.1
